DAT uptake mod = changed hDAT dopamine uptake under cocaine IC80, either direction, primary screen, cocaine antagonist project, cell-based, LLC-PK1 hDAT, [14C]-dopamine uptake, MLSMR. LLC-PK1 hDAT cells, [14C]-dopamine uptake with cocaine IC80; actives deviate in either direction. hit rate 1.3% among 110,000. Sodium-dependent dopamine transporter (Homo sapiens), Q01959. B-score at 10 µM. AID 449768, 2010;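 active = Z score or B-score, a plate-position-corrected score, falls beyond the plate's 99.7% confidence bounds, in either direction; inactive = both scores lie inside the 99.7% bounds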;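 note: scored against the spread of the other compound wells on the same plate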
IL1B cytotox = cytotoxicity in IL-1B stimulated HUVEC, primary screen, cytotoxicity control for IL-1B NFkB translocation project, imaging, Hoechst nuclear count, IL-1B stimulus | AID 845, 2007 | hit rate 0.41% among 94,000 | HUVEC cell count loss | cell count reduction, % at 2 µM;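 active = cell count reduction more than 3 SD above the screen-wide mean, cut at about 70% in these data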;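 note: normalized per plate to untreated control cells as the no-loss baseline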
sEH inh = soluble epoxide hydrolase inhibitors, primary screen, biochemical, human sEH. hit rate 0.34% among 91,000. inhibition, % at 2 µM. recombinant human sEH enzymatic activity assay. AID 707, 2007; in the data active = inhibition above about 80%; note: values of inactives mirror those of a sister screen read the other way; many of its hits are not listed in these tables
F-actin modifier = modifiers of F-actin cytoskeleton organization, primary screen, imaging, HUVEC, phalloidin staining, high-content imaging | inhibition, % at 2 µM | hit rate 0.18% among 91,000 | HUVEC TNFa F-actin phalloidin imaging;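 active = inhibition above the batch mean plus 3 SD and confirmed as a hit by visual image inspection, cut at about 30% in these data, passing the limit was not always enough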; note: strong numbers were not always called active
PLK1 inh = human PLK1 kinase inhibitors, primary screen, biochemical, TR-FRET | Serine/threonine-protein kinase PLK1 (Homo sapiens), P53350 | recombinant PLK1 kinase, TR-FRET peptide phosphorylation | inhibition, % at 10 µM | hit rate 0.53% among 97,000;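 active = inhibition of 50% or more in the single-concentration screen; inactive = inhibition below 50%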;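 note: 0% = DMSO max control and 100% = H-89 dihydrochloride min control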
Target sequence (P53350 whole entry, looked up): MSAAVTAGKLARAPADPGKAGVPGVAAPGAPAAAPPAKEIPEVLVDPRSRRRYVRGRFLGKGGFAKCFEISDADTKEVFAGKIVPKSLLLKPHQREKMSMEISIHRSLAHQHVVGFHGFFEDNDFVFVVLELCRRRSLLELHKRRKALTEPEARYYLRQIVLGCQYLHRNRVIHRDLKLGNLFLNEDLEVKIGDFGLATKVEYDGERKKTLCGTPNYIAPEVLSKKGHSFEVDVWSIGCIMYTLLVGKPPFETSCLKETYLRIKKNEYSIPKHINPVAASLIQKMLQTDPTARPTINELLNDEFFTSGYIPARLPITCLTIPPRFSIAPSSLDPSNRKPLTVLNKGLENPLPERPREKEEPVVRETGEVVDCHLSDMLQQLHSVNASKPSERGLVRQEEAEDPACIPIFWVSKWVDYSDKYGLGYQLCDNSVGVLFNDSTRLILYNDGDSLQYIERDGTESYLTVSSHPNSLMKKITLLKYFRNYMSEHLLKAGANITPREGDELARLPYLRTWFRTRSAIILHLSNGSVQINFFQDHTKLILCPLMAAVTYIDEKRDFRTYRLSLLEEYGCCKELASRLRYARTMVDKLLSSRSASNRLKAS
VCAM1 TNFa inh = inhibitors of TNFa-induced VCAM1 expression, primary screen, imaging, HUVEC, TNFa stimulus, immunofluorescence; HUVEC TNFa-induced VCAM-1 immunofluorescence, high-content imaging; inhibition, % at 2 µM; hit rate 0.48% among 95,000; AID 802, 2007;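 active = inhibition above the batch mean plus 3 SD, with images confirmed as a hit by eye, cut at about 37% in these data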;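 note: 0% = TNF-stimulated DMSO wells and 100% = unstimulated control wells; not every result past the cut was called active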
E coli WT exp = growth inhibitors of wild-type E. coli, primary screen, strain BW25113, expanded library, OD600. OD600 absorbance. growth inhibition, % at 100 µM. hit rate 0.15% among 98,000. AID 710, 2007;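 active = growth inhibition above about 50% at one test dose, limit read from the data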;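 note: growth measured after 20 h incubation at 37 °C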
HUVEC tox TNFa = cytotoxicity in TNFa-stimulated HUVEC, primary screen, cytotoxicity control for VCAM1 expression modulator project, imaging, Hoechst nuclei count | HUVEC TNFalpha-stimulated, Hoechst cell count | cell count reduction, % at 2 µM | hit rate 0.17% among 93,000;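 active = cell count reduction exceeding the screen mean by over 5 SD, scaled to untreated wells per plate, cut at about 78% in these data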;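 note: cells counted after 24 h of TNF alpha exposure following the 1 h pretreatment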
Plk1 PBD FP = Plk1 polo box domain binding inhibitors, primary screen, biochemical, fluorescence polarization | Plk1 PBD phosphopeptide binding | inhibition, %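 (tested at about 20 µM)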 | hit rate 0.13% among 97,000; in the data active = inhibition above about 34%, passing the limit was not always enough
Active calls of the source: *; / = no result given.

SMILES	DAT uptake mod	IL1B cytotox	sEH inh	F-actin modifier	PLK1 inh	VCAM1 TNFa inh	E coli WT exp	HUVEC tox TNFa	Plk1 PBD FP
O=C(NCc1ccc(C(=O)N2CCC3(CC2)OCCO3)cc1)c1ccc2c(c1)OCO2	0.71	-32	2	-56	6	6	3	-11	-14
CN(C)CP(=O)(Nc1ccccc1)N(C)C (stereo not drawn)	-0.49	20	3	11	-6	2	5	-26	3
O=C(COc1ccc(S(=O)(=O)N2CCOCC2)cc1)N1CCN(Cc2ccc3c(c2)OCO3)CC1	0.66	8	-18	26	-5	-10	-3	-30	-29
CC(C)NS(=O)(=O)c1ccc(OCC(=O)N2CCN(Cc3ccccc3)CC2)cc1	-0.044	-43	-2	0	-6	18	/	-21	-17
CCOC(=O)Cn1cc([N+](=O)[O-])nc1[N+](=O)[O-]	0.31	-77	-18	-3	-7	8	36	-10	-4
Cc1ccc(S(=O)(=O)NP(=O)(Oc2ccccc2)Oc2ccccc2)cc1	-0.84	0	-12	-67	-6	17	-3	-22	9
Cn1ccnc1P(=S)(c1nccn1C)N1CCOCC1	0.43	-5	1	-45	-3	13	4	20	-6
CC1CCCCN1CC(=O)c1ccc2cc[nH]c2c1 (stereo not drawn)	/	-2	-1	-4	-12	12	-5	-11	4
O=C(Nc1ccccc1)NC1CC2CCC(C1)N2 (stereo not drawn)	0.17	0	27	6	-12	19	2	-21	-6
CCc1nc2ccccc2c(=O)n1-c1ccc2ccccc2c1	-1.1	18	6	3	1	13	-1	-6	-1
Cc1ccc2c(c1)C1CN(C)CCC1N2C(=O)Nc1cccc(Cl)c1 (stereo not drawn)	3.4*	-11	14	-17	1	17	49	4	8
COC(=O)C(c1ccccc1)N1CCCCCC1 (stereo not drawn)	-0.32	-32	0	0	-7	-1	-2	-2	-29
COc1cc(C2SCC(=O)Nc3c2c(=O)[nH]n3C2CCCCCC2)cc(OC)c1OC (stereo not drawn)	-0.022	-19	0	-22	-3	14	1	-10	2
Cn1c(N2CCNCC2)nc2ccccc21	-0.037	-7	1	-3	-9	-2	7	-24	5
CCN(CC)c1ccc(N=Cc2c(O)n(Cc3ccccc3)c(=O)[nH]c2=O)cc1	0.58	-11	5	3	-9	-5	-14	-7	-25

Some of these compounds in order of molar mass, descending:
SMILES	DAT uptake mod	IL1B cytotox	sEH inh	F-actin modifier	PLK1 inh	VCAM1 TNFa inh	E coli WT exp	HUVEC tox TNFa	Plk1 PBD FP
O=C(COc1ccc(S(=O)(=O)N2CCOCC2)cc1)N1CCN(Cc2ccc3c(c2)OCO3)CC1	0.66	8	-18	26	-5	-10	-3	-30	-29
COc1cc(C2SCC(=O)Nc3c2c(=O)[nH]n3C2CCCCCC2)cc(OC)c1OC (stereo not drawn)	-0.022	-19	0	-22	-3	14	1	-10	2
CC(C)NS(=O)(=O)c1ccc(OCC(=O)N2CCN(Cc3ccccc3)CC2)cc1	-0.044	-43	-2	0	-6	18	/	-21	-17
O=C(NCc1ccc(C(=O)N2CCC3(CC2)OCCO3)cc1)c1ccc2c(c1)OCO2	0.71	-32	2	-56	6	6	3	-11	-14
Cc1ccc(S(=O)(=O)NP(=O)(Oc2ccccc2)Oc2ccccc2)cc1	-0.84	0	-12	-67	-6	17	-3	-22	9
CCN(CC)c1ccc(N=Cc2c(O)n(Cc3ccccc3)c(=O)[nH]c2=O)cc1	0.58	-11	5	3	-9	-5	-14	-7	-25
Cc1ccc2c(c1)C1CN(C)CCC1N2C(=O)Nc1cccc(Cl)c1 (stereo not drawn)	3.4*	-11	14	-17	1	17	49	4	8
Cn1ccnc1P(=S)(c1nccn1C)N1CCOCC1	0.43	-5	1	-45	-3	13	4	20	-6
CCc1nc2ccccc2c(=O)n1-c1ccc2ccccc2c1	-1.1	18	6	3	1	13	-1	-6	-1
CC1CCCCN1CC(=O)c1ccc2cc[nH]c2c1 (stereo not drawn)	/	-2	-1	-4	-12	12	-5	-11	4
COC(=O)C(c1ccccc1)N1CCCCCC1 (stereo not drawn)	-0.32	-32	0	0	-7	-1	-2	-2	-29
O=C(Nc1ccccc1)NC1CC2CCC(C1)N2 (stereo not drawn)	0.17	0	27	6	-12	19	2	-21	-6
CCOC(=O)Cn1cc([N+](=O)[O-])nc1[N+](=O)[O-]	0.31	-77	-18	-3	-7	8	36	-10	-4
CN(C)CP(=O)(Nc1ccccc1)N(C)C (stereo not drawn)	-0.49	20	3	11	-6	2	5	-26	3
Cn1c(N2CCNCC2)nc2ccccc21	-0.037	-7	1	-3	-9	-2	7	-24	5

The listing continues:
SMILES	DAT uptake mod	IL1B cytotox	sEH inh	F-actin modifier	PLK1 inh	VCAM1 TNFa inh	E coli WT exp	HUVEC tox TNFa	Plk1 PBD FP
O/N=C1/C(=C\c2ccccc2)N2CCC1CC2	0.21	-41	-2	-3	-9	-4	8	6	15
O=C(Cc1ccccc1)N1CCN(CC2CC=CCC2)CC1 (stereo not drawn)	0.15	-13	3	/	-11	/	5	/	13
COC(=O)C(C)Oc1cc(C)cc2oc(=O)c3c(c12)CCC3 (stereo not drawn)	-1.8	-5	8	-20	-2	3	-1	-22	30
C=CCn1c(=O)c(C=Nc2cccc([N+](=O)[O-])c2)c(O)n(CCCC)c1=O	2.3	6	8	1	-12	10	4	-9	4
Cc1ccc2c(c1)CC1(CN2C)C(=O)NC(=O)N(CCc2ccccc2)C1=O (stereo not drawn)	0.21	-119	-2	-9	12	0	-3	-8	8
Cc1nc2ccccc2c(=O)n1-c1cccc(O)c1	-0.82	-12	10	2	-4	-1	3	-20	-11
COCC(C)OC(=O)c1c(N)n(Cc2ccco2)c2nc3ccccc3nc12 (stereo not drawn)	1.5	11	-7	/	-6	/	2	/	22
O=c1c2ccccc2nc(-c2ccco2)n1-c1cccnc1	0.76	84*	-14	-18	-13	-11	2	-29	-6
CC(=NCC1CCCO1)c1c(O)n(Cc2ccccc2)c(=O)[nH]c1=O (stereo not drawn)	0.02	2	4	18	-13	7	4	-7	-21
Cc1ccc(Cn2nnnc2CN2CCC(n3nnc4cc(C(F)(F)F)ccc43)CC2)cc1	2.3	-21	18	11	-8	-25	-2	-12	3
CSCCC(N=Cc1c(O)n(-c2ccc(F)cc2)c(=O)[nH]c1=O)C(=O)OC(C)(C)C (stereo not drawn)	0.79	10	6	-5	-2	2	-2	-4	5
CN1CCC2(CC1)NC(=O)C1=C(CN(C)CC1)N2	-0.33	-9	5	/	-13	/	4	/	0
CC(C)CCP(=O)(O)c1ccccc1	1.2	-27	9	-17	2	18	4	-8	27
COc1ccc2c(c1OC)C(=O)OC2c1c(O)n(C2CCCCC2)c(=O)[nH]c1=O (stereo not drawn)	-1.4	2	0	5	-10	9	-5	-8	2
COc1ccc(C(=O)C(Cc2ccccc2)N(C)C)cc1 (stereo not drawn)	0.18	-38	1	-14	-10	10	2	5	-6
O=C(Cc1ccccc1)N1CCN(C/C=C/c2ccccc2)CC1	-1.6	-18	11	-10	-6	14	10	-16	-3
CCCCN1C(=O)NC(=O)C2(Cc3ccccc3N3CCOCC32)C1=O (stereo not drawn)	-1.8	23	-4	1	-3	21	4	-8	-4
CCCCCCCSc1cc(OC)c(CCNC)cc1OC	1	-15	-1	-6	-13	5	76*	-11	-29
Brc1ccc(CN2CCNCC2)s1	-0.43	11	-1	14	0	-8	1	-29	-15
CCCNS(=O)(=O)c1ccc(OCC(=O)N2CCN(Cc3ccc4c(c3)OCO4)CC2)cc1	0.9	-9	-5	8	-14	8	2	-13	-7
CNCCCc1ccccc1	0.0065	8	0	10	-10	-1	-7	-3	-26
O=C(c1cc2ccccn2n1)N1CCC2(CC1)OCCO2	-0.023	-18	-6	-32	1	-3	-3	4	-2
COc1ccc(C2=NCC(=O)N(CC(=O)NCc3ccco3)c3sc4c(c32)CCCC4)cc1	0.73	-14	-4	-3	-13	-6	2	-24	-11
O=C1NC(=O)[C@]2(Cc3ccccc3N3CCN(c4ccccc4)CC32)C(=O)N1Cc1ccccc1 (stereo partly drawn)	0.56	-27	4	-5	2	-2	-14	-22	14
CCCCOCCCn1c(N)c(C(=O)OCCOC)c2nc3ccccc3nc21	1.2*	-9	/	3	-5	12	2	-31	-2
C=CCn1c(O)c(C(CC)=NCCC2=CCCCC2)c(=O)[nH]c1=O	1.3	-6	-12	-37	-7	-1	4	0	-1
C=CCn1c(O)c(C=NCCN2CCNCC2)c(=O)[nH]c1=O	-0.57	8	-10	12	-10	-5	-4	1	12
CC(Cc1ccccc1)[n+]1cc(/N=C(\N)[O-])on1 (stereo not drawn)	1.1	/	1	/	-10	/	-4	/	-24
Cc1ccc(C)c(NC2=NCCCS2)c1	-0.16	4	10	31	-11	5	2	-8	2
OC1(c2ccc(F)cc2)CCNC1 (stereo not drawn)	0.73	-9	/	9	-14	-11	-4	-36	8
Fc1ccc(NC2=NCCS2)cc1Cl	0.62	-9	7	6	-8	11	40	8	-9
CCn1c(O)c(C=Nc2ccc(N3CCOCC3)cc2)c(=O)n(CC)c1=S	0.042	31	-8	-13	-4	6	-3	16	1
C[C@H]1CCC[C@H](O)CCCCCc2cc(O)cc(O)c2C(=O)O1	0.0052	-38	0	36	1	8	-1	-27	-5
CN1C(=O)C(Cc2cccc3ccccc23)C(=O)N(C)C1=O	-0.97	-1	5	-4	-3	0	7	-8	-2
O=c1[nH]c(=O)n(Cc2ccco2)c(O)c1C=NCCCn1ccnc1	/	-12	-7	0	-2	1	5	4	-22
COc1ccc(CN2CCN(C(=O)COc3cccc(C)c3)CC2)c(OC)c1	0.062	2	5	0	-7	3	-8	-2	12

Source: PubChem BioAssay (several laboratories)

A portion of the library; count on the stated rates, not on these rows.
